Bioassay records from PubChem.
JMJD2A Tudor = JMJD2A Tudor domain (human) inhibition. AlphaScreen JMJD2A-Tudor / H3K4me3 peptide binding. Potency, µM (doses to about 114 µM), without a hit: top-dose activity change, negative = inhibition, usual class: inhibitors. 390,000 tested, 4.4% active; further: on the % scale 0 is the no-effect control and ±100 the full control effect; nearly all actives have a fitted effect of over 50% in size
Target sequence (O75164 whole entry, looked up, the tested form may be a part): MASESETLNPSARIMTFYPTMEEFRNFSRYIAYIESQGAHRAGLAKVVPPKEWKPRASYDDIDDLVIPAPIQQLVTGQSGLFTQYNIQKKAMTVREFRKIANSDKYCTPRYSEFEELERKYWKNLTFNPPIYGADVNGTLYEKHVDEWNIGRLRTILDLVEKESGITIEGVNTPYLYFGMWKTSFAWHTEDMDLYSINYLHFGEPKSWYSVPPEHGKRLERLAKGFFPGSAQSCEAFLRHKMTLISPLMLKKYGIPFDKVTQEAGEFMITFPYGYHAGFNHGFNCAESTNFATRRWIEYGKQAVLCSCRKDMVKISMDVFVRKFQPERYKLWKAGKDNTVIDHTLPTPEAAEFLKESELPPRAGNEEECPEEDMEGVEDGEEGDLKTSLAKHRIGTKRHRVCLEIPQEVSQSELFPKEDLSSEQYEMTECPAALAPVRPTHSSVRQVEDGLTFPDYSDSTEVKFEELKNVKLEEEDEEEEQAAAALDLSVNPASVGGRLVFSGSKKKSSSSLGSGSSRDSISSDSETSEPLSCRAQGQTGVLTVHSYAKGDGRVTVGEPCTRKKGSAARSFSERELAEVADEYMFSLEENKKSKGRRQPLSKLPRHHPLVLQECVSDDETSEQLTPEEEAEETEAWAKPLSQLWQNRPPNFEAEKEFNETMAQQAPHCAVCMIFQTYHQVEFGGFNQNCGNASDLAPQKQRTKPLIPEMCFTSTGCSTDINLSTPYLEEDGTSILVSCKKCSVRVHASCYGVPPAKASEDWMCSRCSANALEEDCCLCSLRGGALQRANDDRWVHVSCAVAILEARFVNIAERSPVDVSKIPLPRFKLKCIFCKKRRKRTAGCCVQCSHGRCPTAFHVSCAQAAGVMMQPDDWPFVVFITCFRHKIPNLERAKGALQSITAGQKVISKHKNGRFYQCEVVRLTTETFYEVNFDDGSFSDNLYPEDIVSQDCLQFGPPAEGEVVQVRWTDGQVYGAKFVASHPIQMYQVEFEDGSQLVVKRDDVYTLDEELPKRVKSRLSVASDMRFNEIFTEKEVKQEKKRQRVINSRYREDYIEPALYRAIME
BLM inh = inhibitors of human Bloom syndrome helicase BLM | recombinant BLM DNA unwinding, fluorescence dequenching | Potency, µM (titrated, usually from 56.1 µM), without a hit: top-dose activity change, negative = inhibition, actives largely listed as inhibitors | 350,000 tested, 0.2% active | AID 2528;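 further: plate controls were vehicle for no effect and no enzyme for full effect; nearly all actives have a fitted effect of over 35% in size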
Pin1 inhibitor = human Pin1 inhibition; Potency, µM (highest dose often 115 µM), for inactives: at the highest dose activity, negative = inhibition, hits mostly inhibitors; Q13526; 390,000 tested, 0.009% active; Pin1 FP peptide displacement, HiFluor488, 10 min; active means well fitted inhibition curve with a large enough effect in the polarisation, with a control signal flat, not every such curve was filed as active; inconclusive means small, poorly fitted or top-dose-only effect, or effect the other way, or a change in a side signal; inactive means no such curve, though single readings can be large or run the other way; the % refers to the polarisation; further: on the % scale 0 is the no-effect control and ±100 the full control effect
Pol iota inh = blocks human DNA polymerase iota activity | Pol iota fluorescent replication assay, 10 min | Potency, µM (top dose mostly 115 µM), without a hit: at the highest dose activity, negative = inhibition, usual class: inhibitors | 390,000 tested, 1% active | AID 588590
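Pol iota at 10 nM preincubated 15 min with compounds at room temperature; reaction started with fluorescent substrate, 50 nM final. Fluorescence read kinetically at 0 and 10 min; buffer-only wells as negative control.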
GLS inhibitor = glutaminase GLS (human) inhibition; O94925; GLS enzymatic activity, qHTS titration; Potency, µM (series often up to 45.5 µM), for the others: top-dose activity change, negative = inhibition, most hits filed as inhibitors; 410,000 tested, 0.21% active; AID 624170; further: on the % scale 0 is the no-effect control and ±100 the full control effect
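Glutamate formation by hKGA was monitored fluorometrically using coupled glutamate oxidase, HRP and Amplex Red. Substrate was added as 1 mM L-glutamine solution; incubation was 30 min at RT after an initial read.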
HP1b chromo inh = HP1-beta chromodomain-methylated histone interaction inhibition | AlphaScreen HP1-beta / biotin-H3K9me3 peptide binding | P83916 | AID 540317 | 390,000 tested, 0.56% active | Potency, µM (highest dose often 114 µM), without a hit: top-dose activity change, negative = inhibition, most hits filed as inhibitors; further: nearly all actives have a fitted effect of over 70% in size; inactives centre near 23
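Compound inhibition of the preformed complex between 50 nM HP1-beta and 50 nM biotinylated H3K9me3 peptide was read by AlphaScreen. Buffer was PBS pH 7.4 with 0.01% Tween-20. Incubations ran 30 min at room temperature, with 10 ug/mL donor/acceptor beads.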
BAZ2B block = inhibitors of human BAZ2B bromodomain; Q9UIF8; AlphaScreen BAZ2B-H3K14Ac peptide displacement; Potency, µM (doses to about 114 µM), for inactives: at the top dose activity change, negative = inhibition, most hits filed as inhibitors; 360,000 tested, 4.4% active; further: on the % scale 0 is the no-effect control and ±100 the full control effect; nearly all actives have a fitted effect of over 60% in size
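In this displacement format the biotinylated H3(5-23) peptide acetylated at Lys14 serves as ligand at 50 nM, with BAZ2B at 50 nM in PBS pH 7.4 containing 0.01% Tween-20. Donor and acceptor beads are 10 ug/mL final.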
G9a inh = blocks human histone lysine methyltransferase G9a; Q96KQ7; G9a H3K9 monomethylation, AlphaScreen, 2 h; Potency, µM (titrated, usually from 102 µM), for inactives: at the top dose activity, negative = inhibition, most hits filed as inhibitors; 350,000 tested, 8.8% active; AID 504332; further: on the % scale 0 is the no-effect control and ±100 the full control effect; nearly all actives have a fitted effect of over 75% in size
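Methyltransferase reactions run at room temperature for 2 h (20 nM enzyme, 500 nM biotin-H3K9 peptide, 20 uM SAM) after a 15 min compound preincubation; product detected by AlphaScreen beads and anti-H3K9me1 antibody.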
Tb PGK inh = inhibitors of T. brucei phosphoglycerate kinase | P07378 | PGK/GAPDH coupled, Kinase-Glo luminescence, 60 min | Potency, µM (highest dose often 57.5 µM), inactives show at the top dose activity change, negative = inhibition, hits mostly inhibitors | 380,000 tested, 0.043% active | AID 602233; further: on the % scale 0 is the no-effect control and ±100 the full control effect; nearly all actives have a fitted effect of over 60% in size
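Luminescent ATP detection (Kinase-Glo Plus) follows a 60-minute room-temperature incubation, with wells lacking PGK as controls. Buffer: 100 mM TEA (pH 7.6), 5 mM MgCl2, 0.01% Tween-20. Coupling enzyme GAPDH (100 nM final) supplies unstable 1,3-BPG in-well.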
Active calls of the source: *; i = inactive; u = inconclusive; x = not tested or not shown; [ ] = dose if it differs, or a comment. Unless noted, the call rests on the fitted dose curve; in most records, active means well fitted curve in the direction sought with a large enough effect; inconclusive means small, poorly fitted or top-dose-only effect, or another doubt; inactive means no such curve, though single readings can be large; an effect the other way counts as inactive or inconclusive. Potency means the concentration at half of the fitted maximal effect. A portion of the library. The share of hits here may be higher or lower than overall.

SMILES | JMJD2A Tudor | BLM inh | Pin1 inhibitor | Pol iota inh | GLS inhibitor | HP1b chromo inh | BAZ2B block | G9a inh | Tb PGK inh
CN(Cc1ccc2nonc2c1)Cc1nc(Cc2cccc(F)c2)no1 | 39%[activator] | -22% | 3% | -9% | -1% | 71%[activator] | 40%[activator] | x | 5%
Nc1nonc1-n1nnc(C(=O)N/N=C/c2ccc(Cl)cc2Cl)c1CN1CCCC1 | -12% | 5% | 3% | u | -19% | 16% | 8% | 9% | 1%
CCCCN(C(=O)c1cccc(N2C(=O)c3ccccc3C2=O)c1)c1c(N)n(CCCC)c(=O)[nH]c1=O | 0% | x | -6% | -10% | -4% | 42%[activator] | x | x | i
Cc1nc(-c2cccc(NC(=O)C3CCCCC3)c2)cs1 | -13% | -6% | 2% | -17% | 0% | 28%[57 µM] | -8% | -3% | 4%
CS(=O)(=O)N1CCN(c2ccc(NC(=S)NC(=O)c3ccccc3[N+](=O)[O-])cc2)CC1 | 1% | -4% | -1% | -3% | 2% | 19% | -2% | u | -6%
O=C(O)C1CC(=O)N(c2ccc(F)c(F)c2)C1 (stereo unspecified) | -18% | -1% | 4% | -8% | 6% | 30% | 10% | 5%[59 µM] | -3%
O=C1CC(c2ccccc2)CC(O)=C1C=NCc1ccncc1 (stereo unspecified) | -18% | -8% | -1% | 85%[activator] | 18% | 19% | -1% | 12%[12.7 µM] | -5%
Cc1cccc2sc(N(CCCN(C)C)C(=O)CCc3ccccc3)nc12 | u | 7% | 3% | -9% | -1% | -5% | -31% | u | i
Cc1cc(C(=O)N2CCN(c3ccccc3O)CC2)c(C)o1 | -34% | x | -8% | 13% | 13% | -1% | -2% | u | -7%
CCOC(=O)c1nnn(-c2nonc2N)c1COc1ccc(F)cc1 | -19% | -6% | -8% | 7% | -2% | 23% | -3% | -4% | -2%
O=C(CSc1nc2ccccc2c(=O)n1Cc1ccccc1)NCc1ccco1 | -1% | -1% | 6% | 1% | -11% | 33% | -3% | -1%[12.7 µM] | -12%
C=CCn1c(Cc2ccc(OC)cc2)nnc1SCc1nc2ccccc2c(=O)[nH]1 | 1% | 2% | 0% | 32%[activator] | -2% | 20% | 5% | -7%[59 µM] | 3%
Cc1ccc(OC(=O)c2cccc(S(=O)(=O)N(C)C)c2)c(-n2nc3ccccc3n2)c1 | 9% | -9% | -1% | -6% | 4% | 48%[activator] | -4% | 17% | -3%
COc1ccc2c(c1)CCc1c(C(=O)Nc3c(C)nn(Cc4ccc(Cl)c(Cl)c4)c3C)noc1-2 | -30% | -12% | 1% | 12% | -10% | -18% | -10% | -31%[59 µM] | i
CC1(c2ccccc2)NC(=O)N(CC(=O)N2CCN(S(=O)(=O)c3ccccc3[N+](=O)[O-])CC2)C1=O (stereo unspecified) | -23% | -2% | -9% | 18% | 0% | 2% | 0% | 28% | -15%
COc1ccc(CNC(=O)COC(=O)C(CCSC)NC(=O)c2ccco2)cc1OC (stereo unspecified) | -3% | x | 8% | 35%[activator] | -1% | 29% | 6% | -10%[2.33 µM] | i
O=C(Nc1ccnn1C1CCN(CC2CC=CCC2)CC1)c1ccccc1Cl (stereo unspecified) | -17% | 3% | -16% | u | -1% | 45%[activator] | -4%[57.1 µM] | 1% | -5%
COC(=O)c1ccc(/C=N/Nc2nc(-c3ccccc3)cs2)cc1 | -17% | 6% | 2% | 14% | 6% | 26% | -2% | u | -4%
Brc1ccc(OCc2nnc3n2CCC3)cc1 | -21% | 5% | 1% | -17% | 10% | 21% | -34% | -10%[59 µM] | -5%
COc1cccc(S(=O)(=O)Nc2cccc(C(=O)N3CCOCC3)c2)c1 | 10% | -8% | -8% | -5% | 0% | 44%[activator] | 0% | 10%[59 µM] | -2%
COc1ccc(C(=O)N2CCNC(=O)C2)cc1S(=O)(=O)Nc1ccc(Br)cc1 | -17% | x | -1% | 9% | 12% | 4% | 7% | 13%[59 µM] | -5%
CN1CCN(c2ccc(CNC(=O)c3cc4ccccc4o3)cc2)CC1 | -16% | -3% | -5% | 6% | -1% | 22% | -15% | 1%[59 µM] | i
Cc1ccc(N2C(=O)N3[C@H](c4ccc(F)cc4)[C@@H]4C(=O)N(C5CCCCC5)C(=O)[C@@H]4[C@]3(C)C2=O)cc1 | -18% | -9% | 7% | 24% | -5% | 38% | -14% | x | i
COc1cc(CNn2cn[nH]c2=S)ccc1OCC(=O)NC(C)(C)C | u | 2% | 4% | 29% | -5% | 52%[activator] | -33% | 18µM* | -7%
CN(C)S(=O)(=O)Oc1ccc(Cl)cc1C(=O)Nc1ccc(F)cc1F | -4% | -5% | 2% | 45%[activator] | 0% | 45%[activator] | -2% | 9% | 6%

Continued; the last three above are carried over.
SMILES | JMJD2A Tudor | BLM inh | Pin1 inhibitor | Pol iota inh | GLS inhibitor | HP1b chromo inh | BAZ2B block | G9a inh | Tb PGK inh
Cc1ccc(N2C(=O)N3[C@H](c4ccc(F)cc4)[C@@H]4C(=O)N(C5CCCCC5)C(=O)[C@@H]4[C@]3(C)C2=O)cc1 | -18% | -9% | 7% | 24% | -5% | 38% | -14% | x | i
COc1cc(CNn2cn[nH]c2=S)ccc1OCC(=O)NC(C)(C)C | u | 2% | 4% | 29% | -5% | 52%[activator] | -33% | 18µM* | -7%
CN(C)S(=O)(=O)Oc1ccc(Cl)cc1C(=O)Nc1ccc(F)cc1F | -4% | -5% | 2% | 45%[activator] | 0% | 45%[activator] | -2% | 9% | 6%
COCCNS(=O)(=O)c1ccc2c(c1)Cc1cc(S(=O)(=O)NCCOC)ccc1-2 | u | -1% | 5% | 78%[activator] | u | -9% | -10% | 15% | -1%
CC(C)C(=O)Nc1nnc(CCc2nnc(NC(=O)C(C)C)s2)s1 | -19% | 1% | 1% | -9% | 5% | 7% | -1% | -7%[59 µM] | -2%
CCOc1ccc2nc(N(CCN(CC)CC)C(=O)c3cccc([N+](=O)[O-])c3)sc2c1 | -10% | 2% | 2% | u | 20% | 17% | x | u | 8%
Cc1ccc(NC(=O)CSc2nc(=O)n(CCCN3CCOCC3)c3c2CCCC3)cc1 | -11% | x | 6% | 25% | 18% | 9% | 7% | -5% | 13%
O=C(CSc1nc2ccccc2[nH]1)NC1CCS(=O)(=O)C1 (stereo unspecified) | -4% | -2% | 2% | u | -6% | 9% | 8% | -19%[12.7 µM] | -4%
CCCCCN(C(=O)CCC(=O)OCc1cccc(Cl)c1)c1c(N)n(CCCC)c(=O)[nH]c1=O | -3% | x | 0% | 18% | 2% | 18% | -1% | -7% | -7%
CCCCn1c(SCC(=O)Nc2nc(C)cs2)nnc1-c1cccnc1 | -7% | 0% | 3% | 37%[activator] | 1% | 24% | 1% | -13%[59 µM] | -4%
OCCN1CCN(CC/C=C2/c3ccccc3Sc3ccc(Cl)cc32)CC1 | u | x | 1% | -21% | 9% | -12% | u | 16µM* | 2%
O=C(CCS(=O)(=O)Cc1ccccc1)N1CCc2ccccc2C1 | -18% | -3% | 1% | 7% | 0% | 20% | 0% | 20%[59 µM] | 0%
COC(=O)c1ccc(Cl)cc1NC(=O)N1CC(C)Oc2ccccc21 (stereo unspecified) | -26% | 0% | -7% | 23% | 0% | 34% | u | -21%[59 µM] | -1%
C=C(C)CN(CC)C(=O)CN1C(=O)NC2(CCc3ccccc32)C1=O (stereo unspecified) | -9% | 0% | -2% | 4% | 4% | 29% | 1% | x | 7%
COc1ccc(C(CCc2cc(OC)c(OC)c(OC)c2)NC(C)=O)cc1 (stereo unspecified) | -2% | x | -5% | 40%[activator] | -10% | 19%[57 µM] | x | x | -5%
CC(C)Cn1c([N+](=O)[O-])nc2c1c(=O)[nH]c(=O)n2C | 5% | -5% | -3% | -16%[58.9 µM] | 1% | 28% | -3% | -3% | 5%
CCN(CC)c1ccc(NC(=O)c2sc3nc(-c4ccccc4)cn3c2C)cc1 | 28µM* | -10% | 18% | -5% | 1% | -37%[57 µM] | 7.9µM* | 5µM* | -2%
COc1ccccc1CNS(=O)(=O)CCNC(=O)c1ccccc1 | -6% | x | -3% | -25% | 6% | 3% | -1% | u | 3%
O=C(Nc1nccs1)C(NS(=O)(=O)c1ccc(Br)s1)c1ccccc1 (stereo unspecified) | -3% | -1% | -2% | 10% | 1% | 44%[activator] | 2% | 15%[2.33 µM] | -7%
COC(=O)c1ccc(-n2c(C)cc(C(=O)CSc3cccc[n+]3[O-])c2C)cc1 | -24% | -5% | 3% | 30%[activator] | 0% | 17% | -26% | 50µM* | 3%
COc1ccc(-c2nnc(SCc3cccc(C#N)c3)o2)cc1 | -3% | -5% | -4% | -10% | 11% | 27% | 7% | -2%[59 µM] | x
COc1ccccc1-c1nnc(Nc2nc3c(OC)cccc3s2)o1 | -9%[57.1 µM] | 0% | 27% | u | -4% | 10% | 12% | 12%[59 µM] | -5%
CCOC(=O)N1CCN(C(=O)COc2ccccc2[N+](=O)[O-])CC1 | -10% | 1% | 2% | 60%[activator] | -8% | 34% | -4% | 5% | -7%
CCN(CC)c1ccc(/C=N/N2CCOCC2)cc1 | u | 0% | -8% | 9% | 62%[activator] | u | u | 11µM* | 0%
COCCNC(=S)N(CCc1c(C)[nH]c2ccc(F)cc12)Cc1ccco1 | -35% | -8% | -7% | -22% | 0% | -5% | 71µM* | u | -5%
Cc1ccc(C(=O)Nc2ccccc2Oc2ccccc2)o1 | 25% | x | 2% | 10% | -9% | 39%[activator] | x | x | -5%
O=C(Cc1ccc(NC(=O)C2CCN(C(=O)C3CCCCC3)CC2)cc1)Nc1cccc(C(=O)N2CCCCC2)c1 | -25% | x | 3% | 21% | 2% | 10% | x | x | -7%
CNC(=S)N(CCc1c(C)[nH]c2ccc(F)cc12)Cc1ccco1 | u | -8% | 1% | 28% | 11% | -13% | u | 71µM* | 0%
Cc1cc(C)c(C)c(S(=O)(=O)N2CCN(C(=O)C3CCC3)CC2)c1C | 5% | x | -2% | -2% | -28% | 28% | 5% | -3%[12.7 µM] | -6%
CNS(=O)(=O)c1cccc(C(=O)OCC(=O)c2cc(C)n(CC3CCCO3)c2C)c1 (stereo unspecified) | -18% | x | -1% | u | 2% | 1% | -38% | 4%[12.7 µM] | i
